Source: PubChem BioAssay (National Center for Advancing Translational Sciences (NCATS))
TR SRC2 fluor cs: Total Fluorescence Counterscreen for Inhibitors of the Interaction of Thyroid Hormone Receptor and Steroid Receptor Coregulator 2. TRb/SRC2 Texas Red total fluorescence interference. Potency, µM (doses to about 106 µM), inactives show at the highest dose fluorescence change, negative = quenching. AID 1479, 2009. 280,000 tested, 0.29% active; active means well fitted curve in either direction with a large enough effect; inconclusive means small, poorly fitted or top-dose-only effect
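Human TRβ ligand-binding domain (0.6 uM) and Texas Red SRC2 peptide (20 nM) in Tris buffer with 1 uM T3 and 5% DMSO were incubated with pinned compound for 5 hr at ambient temperature. Total fluorescence was computed as S + 2P (555/632 nm).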
Tau ThT inhib: qHTS for Inhibitors of Tau Fibril Formation, Thioflavin T Binding; Microtubule-associated protein tau (Homo sapiens), P10636; recombinant tau K18 P301L, heparin-induced fibrillization, ThT fluorescence; Potency, µM (series often up to 57.4 µM), for the others: top-dose activity, negative = inhibition, usual class: inhibitors; 270,000 tested, 2.1% active; further: nearly all actives have a fitted effect of over 55% in size
Target sequence (P10636 561-689 P618L limits assumed): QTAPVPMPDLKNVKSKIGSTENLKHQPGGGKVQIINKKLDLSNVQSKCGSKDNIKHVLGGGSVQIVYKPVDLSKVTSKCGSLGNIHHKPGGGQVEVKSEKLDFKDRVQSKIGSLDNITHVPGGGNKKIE
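Aggregation was driven by heparin (20 uM final) acting on recombinant tau […] bearing P301L in 100 mM sodium acetate pH 7; fibrils were detected with Thioflavin T.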
ALDH1A1 block: qHTS Assay for Inhibitors of Aldehyde Dehydrogenase 1 (ALDH1A1); Potency, µM (highest dose often 75.3 µM), without a hit: top-dose activity, negative = inhibition, hits mostly inhibitors; 220,000 tested, 7.3% active; Aldehyde dehydrogenase 1A1 (Homo sapiens), P00352; AID 1030, 2008; Purified ALDH1A1, NADH fluorescence, propionaldehyde substrate; active means well fitted inhibition curve with a large enough effect, not every such curve was filed as active; inconclusive means small, poorly fitted or top-dose-only effect, or another doubt; inactive means no such curve, though single readings can be large or run the other way;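 further: plate controls were no enzyme wells and a reference inhibitor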
aGal spleen mod: qHTS Assay for Inhibitors and Activators of Human alpha-Galactosidase From Spleen Homogenate; Alpha-galactosidase A (Homo sapiens), P06280; human spleen homogenate, 4MU-alpha-Gal fluorescence, 40 min; Potency, µM (highest dose often 80 µM), for inactives: at the top dose activity change, negative = inhibition, usual class: inhibitors; 240,000 tested, 0.008% active; AID 2107, 2009;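 further: 0% = enzyme with vehicle and -100% = no enzyme basal signal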
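Human spleen homogenate (1 ug) was the enzyme source, with 4-methylumbelliferyl-alpha-D-galactopyranoside (1 mM final) in pH 5.0 citrate buffer with 0.01% Tween-20. Compounds were titrated; after 40 min at 37C, NaOH/glycine stop, 4-MU fluorescence read; AC50 from Hill fits.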
Tau fluor counter: Counterscreen qHTS for Inhibitors of Tau Fibril Formation, Fluorescence Polarization | AID 1463, 2008 | 280,000 tested, 0.93% active | Potency, µM (highest dose often 57.7 µM), without a hit: top-dose activity change, negative = decrease | tau K18 P301L Alexa594 fluorescence, heparin fibrillization; further: nearly all actives have a fitted effect of over 55% in size
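Human tau K18 P301L (15 uM unlabeled, 0.24 uM Alexa 594-labeled) in 100 mM sodium acetate pH 7 with 20 uM heparin, 6 hr at 37 C. ThT 30 uM added, 1 hr ambient; Alexa 594 FP and total fluorescence read at 555/632 nm.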
L3MBTL1 inh: qHTS Assay for the Inhibitors of L3MBTL1 | Potency, µM (top dose mostly 57.1 µM), for the others: at the highest dose activity, negative = inhibition, hits mostly inhibitors | Lethal(3)malignant brain tumor-like protein 1 (Homo sapiens), Q9Y468 | AlphaScreen L3MBTL1–H3K9me1 peptide binding | 230,000 tested, 0.66% active | AID 485360, 2010; further: nearly all actives have a fitted effect of over 60% in size
Target sequence (Q9Y468 whole entry, looked up): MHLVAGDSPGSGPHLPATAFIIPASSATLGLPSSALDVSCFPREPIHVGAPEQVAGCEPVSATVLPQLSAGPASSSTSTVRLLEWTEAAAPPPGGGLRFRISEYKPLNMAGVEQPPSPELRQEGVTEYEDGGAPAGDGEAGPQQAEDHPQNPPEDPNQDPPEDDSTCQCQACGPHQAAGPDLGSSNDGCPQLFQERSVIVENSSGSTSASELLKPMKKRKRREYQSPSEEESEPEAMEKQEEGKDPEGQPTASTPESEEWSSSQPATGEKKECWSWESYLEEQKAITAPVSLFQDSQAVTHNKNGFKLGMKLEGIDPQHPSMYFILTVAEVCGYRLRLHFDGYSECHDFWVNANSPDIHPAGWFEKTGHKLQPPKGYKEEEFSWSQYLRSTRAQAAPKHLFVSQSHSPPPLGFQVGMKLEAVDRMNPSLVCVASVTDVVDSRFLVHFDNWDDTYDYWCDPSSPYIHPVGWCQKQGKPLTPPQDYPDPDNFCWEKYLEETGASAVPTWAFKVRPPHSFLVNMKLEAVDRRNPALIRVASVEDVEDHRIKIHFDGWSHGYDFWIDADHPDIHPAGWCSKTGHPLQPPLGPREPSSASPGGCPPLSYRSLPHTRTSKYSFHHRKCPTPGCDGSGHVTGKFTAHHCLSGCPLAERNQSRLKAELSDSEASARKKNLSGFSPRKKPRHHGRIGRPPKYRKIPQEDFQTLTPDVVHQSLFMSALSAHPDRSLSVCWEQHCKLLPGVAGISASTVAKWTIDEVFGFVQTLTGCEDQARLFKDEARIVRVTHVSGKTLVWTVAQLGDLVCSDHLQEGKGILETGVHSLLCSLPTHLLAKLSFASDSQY
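L3MBTL1 (50 nM) pre-complexed 30 min with biotinylated H3(1-15)K9me1 peptide (75 nM), then compounds added for 30 min at room temperature; AlphaScreen streptavidin donor/nickel chelate acceptor beads (10 ug/mL final) read after 30 min dark incubation.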
TRb SRC2 PPI: qHTS for Inhibitors of the Interaction of Thyroid Hormone Receptor and Steroid Receptor Coregulator 2. Thyroid hormone receptor beta (Homo sapiens), P10828. TRbeta-SRC2 peptide binding, fluorescence polarization; receptor liganded with 1 µM T3. Potency, µM (highest dose often 106 µM), without a hit: at the highest dose activity change, negative = inhibition, actives largely listed as inhibitors. 280,000 tested, 0.065% active. AID 1469, 2008;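 further: plate controls were bound peptide for no effect and peptide without receptor for full effect; nearly all actives have a fitted effect of over 50% in size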
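Polarization signal, normalized between peptide-alone and full complex controls, measured compound effects on T3-liganded human TRb LBD (0.6 uM) binding 20 nM Texas Red SRC2 peptide after 5 hr.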
Tau fibril FP: qHTS for Inhibitors of Tau Fibril Formation, Fluorescence Polarization; AID 1468, 2008; K18 P301L tau heparin fibrillization, Alexa594 FP, 6 h; Potency, µM (top dose mostly 57.7 µM), inactives show top-dose activity, negative = inhibition, hits mostly inhibitors; Microtubule-associated protein tau (Homo sapiens), P10636; 280,000 tested, 0.39% active; further: nearly all actives have a fitted effect of over 55% in size
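Steps: dispense K18 P301L tau (15 uM plus 0.24 uM Alexa 594 tracer, final) in pH 7 sodium acetate; add compound; add heparin (20 uM final); incubate 6 hr, 37 C; add ThT (30 uM final); after 1 hr ambient, read FP.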
* marks the source's active call; other numbers are inactive results; ? = inconclusive; nt = not tested or not shown; [ ] = remark or other dose. Unless noted, the call rests on the fitted dose curve; in most records, active means well fitted curve in the direction sought with a large enough effect; inconclusive means small, poorly fitted or top-dose-only effect, or another doubt; inactive means no such curve, though single readings can be large; an effect the other way counts as inactive or inconclusive. Unless noted, on the % scale 0 is the no-effect control and ±100 the full control effect; potency means the concentration at half of the fitted maximal effect.

item	smiles	TR SRC2 fluor cs	Tau ThT inhib	ALDH1A1 block	aGal spleen mod	Tau fluor counter	L3MBTL1 inh	TRb SRC2 PPI	Tau fibril FP
1	Cc1ccccc1Cn1cc(S(=O)(=O)CC(=O)Nc2nccs2)c2ccccc21	0.9%	-17.6%	?	1.2%	-23.1%	-4.4%	2.4%	-3.4%
2	O=C(CSc1ccc2nnc(-c3ccccn3)n2n1)Nc1ccc2c(c1)OCCO2	-3.4%	-13.8%	-1.4%	3.7%	-5.5%	nt	-4.3%	7.7%
3	COc1ccc(OC)c2c(N3CCN(C)CC3)cc(C(F)(F)F)nc12	-2.2%	-1.9%	?	1.5%	1.9%	-8.9%	2.6%	-8.3%
4	COc1ccc(S(=O)(=O)N2CCC(O)(c3ccc(Cl)cc3)CC2)cc1	-2.5%	-5.6%	?	-2.0%	-20.5%	4.6%	-6.4%	-0.2%
5	Cc1ccc(S(=O)(=O)NCC(=O)Nc2ccc(C(F)(F)F)cc2)cc1	-3.6%	-8.1%	3.0%	4.0%	-9.8%	nt	-3.0%	0.8%
6	Cc1cc(C(=O)OCC(=O)Nc2ccc(F)c(F)c2F)c(C)o1	-0.1%	-0.4%	6.3%	-0.3%	-2.4%	4.0%	2.5%	6.8%
7	O=C(Nc1ccc(Cl)cc1)Nc1nnc(CSCc2ccc(Cl)cc2)s1	0.1%	?	5.5%	-7.5%	-21.2%	5.2%	-3.0%	?
8	COCCCNC(=S)Nc1ccccc1[N+](=O)[O-]	-7.8%	0.9%	22.4µM*	-2.5%	-2.1%	34.2%[activator]	-6.3%	0.6%
9	Cc1ccc(O)c(N=NC2=C(O)CC(C)(C)CC2=O)c1	-2.5%	?	6.31µM*	2.1%	-13.1%	28.2µM*	-2.8%	-3.5%
10	Cc1cnc(NC(=O)CSc2ncc(-c3ccccc3)n2Cc2ccco2)s1	-1.6%	?	-7.9%	2.5%	-25.7%	nt	4.6%	4.6%
11	FC(F)Oc1ccccc1C1CC(c2ccc(Br)s2)Nc2ncnn21 (stereo unspecified)	-1.7%	-7.4%	6.7%	1.1%	-4.3%	nt	6.2%	3.1%
12	CN1C(=O)c2ccccc2Sc2ccc(NC(=O)COc3ccc(Cl)cc3)cc21	-2.2%	8.1%	nt	nt	?	nt	0.0%	?
13	COCCNC(=O)/C=C/c1c(Cl)cccc1Cl	-1.8%	2.3%	-2.5%	?	1.3%	2.1%	-6.5%	4.8%
14	O=S(=O)(Nc1cccc(-c2nc3cccnc3s2)c1)c1ccc2c(c1)CCCC2	-0.6%	0.3%	?	-2.3%	-2.7%	2.0%	10.3%	1.8%
15	CC(C)NC(=O)C1CCN(C2CCN(C(=O)c3cc4c(s3)CCCCC4)CC2)CC1	-0.1%	-5.0%	?	10.6%	3.9%	-5.4%	2.9%	2.3%
16	CCCOC(=O)c1ccc(NC(=O)/C=C/c2cccs2)cc1	-0.6%	3.5%	-14.7%	-6.5%	14.1µM*[quencher]	5.4%	-3.4%	?
17	O=C(Nc1nnc2n1CCS2)c1ccccc1C(F)(F)F	0.2%	2.7%	nt	nt	7.0%	nt	-3.7%	6.2%
18	COc1ccc(N2C(=O)CSC23C(=O)N2c4c(cccc43)C(C)=CC2(C)C)cc1 (stereo unspecified)	0.2%	-12.9%	-14.9%	-1.6%	-10.3%	nt	-10.2%	2.6%
19	CCOC(=O)C1C(=O)CC(C)(O)C(C(=O)OCC)C1c1ccccc1 (stereo unspecified)	-0.6%	3.3%	5.2%	0.6%	7.5%	-10.3%	-3.8%	-4.5%
20	C/C(N)=C(/C#N)C(=O)COC(=O)c1ccc(C)c(S(=O)(=O)N2CCCCC2)c1	1.6%	1.2%	?	6.8%	-28.1%	nt	5.9%	-11.7%
21	Cc1nn2c(=O)cc(COC(=O)CNC(=O)c3ccc(F)cc3)nc2s1	-1.6%	-6.9%	nt	nt	-4.4%	nt	-3.0%	1.7%
22	Cc1c(C(=O)O)oc2c1ccc1ccccc12	-10.3%	6.2%	-45.4%	-10.6%	8.7%	39.7%[activator]	-11.3%	0.6%
23	CCOC(=O)c1ccc(NC(=O)c2cc3c(s2)CCC3)cc1	-1.8%	?	nt	-4.5%	-12.6%	nt	1.9%	-14.1%
24	CCOC(=O)c1sc2nc(Cc3ccc(Cl)cc3)[nH]c(=S)c2c1C	0.8%	6.9%	14.2%	4.5%	-4.6%	-0.2%	-12.4%	-6.0%
25	C/C(=N\NC(=O)c1cc([N+](=O)[O-])cc([N+](=O)[O-])c1)c1ccco1	-0.3%	20.2%	1.8%	-10.6%	15.1%	43.5%[activator]	-3.5%	-7.8%

Following part
item	smiles	TR SRC2 fluor cs	Tau ThT inhib	ALDH1A1 block	aGal spleen mod	Tau fluor counter	L3MBTL1 inh	TRb SRC2 PPI	Tau fibril FP
26	S=C1NC2=C(CCCC2)C2(CCCCC2)N1	0.4%	-4.6%	0.316µM*	-4.5%	-1.7%	-2.2%	-3.6%	2.5%
27	Cc1cc(OC(=O)c2ccc(S(=O)(=O)N3CCOCC3)cc2)c([N+](=O)[O-])c(=O)[nH]1	-1.5%	-7.4%	-1.1%	-6.0%	-3.8%	-7.4%	5.1%	-0.9%
28	CCN(c1ccccc1)S(=O)(=O)c1ccc(NC(=O)c2nc(SC)ncc2Cl)cc1	5.0%	0.3%	nt	nt	?	nt	-2.1%	-14.5%
29	Cc1noc(NS(=O)(=O)c2ccc(NC(=O)CS(=O)(=O)c3ccccc3)cc2)c1C	-1.0%	-3.5%	-1.5%	-0.6%	-1.1%	nt	-1.8%	1.3%
30	CC1CC2c3cccc(C(=O)O)c3C(=O)N2c2ccc(Cl)cc21 (stereo unspecified)	-2.9%	-0.3%	3.2%	6.0%	0.2%	6.8%	-4.1%	?
31	CCCCN(C)CCCNC(=O)c1cc(-c2ccc(Br)s2)nc2ccccc12	-1.5%	-17.0%	nt	nt	?	nt	2.1%	?
32	COc1ccc(OC)c(C(=O)c2ccccc2)c1	-0.5%	-3.4%	-4.7%	-5.8%	-0.6%	-9.8%	10.2%	-1.4%
33	Cc1nc(NS(=O)(=O)c2ccccc2)sc1NC(=O)OC(C)C	-1.9%	-16.6%	?	-3.4%	-3.8%	6.3%	-10.3%	4.6%
34	COc1cc(OC)cc(-c2nnc(SCc3c(F)cccc3Cl)o2)c1	-2.5%	-16.5%	?	-11.5%	-24.3%	32.4%[activator]	-0.7%	-7.6%
35	C[C@@H](C1=C(CCN(C)C)Cc2ccccc21)c1ccccn1	-3.2%	-6.4%	-3.5%	-8.0%	2.0%	nt	-0.7%	0.1%
36	CCc1nn(CC(=O)NCCc2ccc(OC)c(OC)c2)c(=O)c2cc3occc3n12	-2.7%	-0.3%	nt	nt	0.3%	nt	-4.7%	-2.2%
37	COc1ccc(C2=CC3=CC(=O)C(C)(O)C(=O)C3=CO2)cc1 (stereo unspecified)	-2.3%	-15.4%	-1.6%	-13.8%	-10.5%	nt	6.7%	6.2%
38	CCNc1ccc(C(=O)OCC(=O)NCc2ccccc2Cl)cc1[N+](=O)[O-]	-1.7%	?	12.0%	-27.4%	-8.4%	-4.4%	3.0%	3.0%
39	O=C(NC(=S)Nc1cc(C(F)(F)F)ccc1Cl)c1ccccc1	-2.8%	-4.3%	25.1µM*	-3.2%	-5.7%	4.9%	-14.2%	-4.9%
40	CCSCc1nnc(SCC(=O)c2ccc(OC)cc2)n1C	2.7%	-11.0%	?	-8.2%	-6.6%	5.6%	5.2%	-7.5%
41	O=c1cc(N2CCc3ccccc32)[nH]c(=O)n1-c1ccc(Br)cc1	-1.6%	28.2µM*	?	2.7%	-27.6%	-13.8%	-1.6%	?
42	O=C(OCn1ncc(Cl)c(Cl)c1=O)c1ccc(F)cc1	-1.4%	?	1.12µM*	6.8%	-19.9%	4.0%	-7.4%	?
43	CCCCCCCCCCCCCCCC(=O)NC(C)C	-0.8%	-8.4%	-1.5%	-0.2%	-6.3%	nt	-1.3%	3.3%
44	COc1ccc(N2C(=O)CSC2c2ccncc2)cc1 (stereo unspecified)	-0.8%	0.4%	8.9%	4.0%	1.3%	nt	9.5%	0.7%
45	Cc1oc2c(CN(C)C)c(O)ccc2c(=O)c1-c1ccc2ccccc2n1	0.1%	-2.2%	2.1%	1.5%	5.3%	2.2%	0.2%	2.9%
46	CC1(C)Cc2ccccc2C(CSc2ccccc2C(=O)O)=N1	-2.8%	?	39.8µM*	8.2%	-9.0%	-13.4%	3.2%	8.4%
47	O=C(CSc1nnc(-c2cccs2)o1)c1cccs1	2.2%	1.1%	?	3.1%	-16.8%	27.7%	-16.6%	-6.1%

Random excerpt: two compounds from above
item	smiles	TR SRC2 fluor cs	Tau ThT inhib	ALDH1A1 block	aGal spleen mod	Tau fluor counter	L3MBTL1 inh	TRb SRC2 PPI	Tau fibril FP
44	COc1ccc(N2C(=O)CSC2c2ccncc2)cc1 (stereo unspecified)	-0.8%	0.4%	8.9%	4.0%	1.3%	nt	9.5%	0.7%
30	CC1CC2c3cccc(C(=O)O)c3C(=O)N2c2ccc(Cl)cc21 (stereo unspecified)	-2.9%	-0.3%	3.2%	6.0%	0.2%	6.8%	-4.1%	?
